HCV core dimer: HCV core protein dimerization inhibition; TR-FRET GST/Flag-core106 dimerization, 1536-well; inhibition, % at 5 µM; actives 0.33% (n = 300,000);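 active = inhibition above the mean of all tested compounds plus 3 SD, set per screening campaign, cut at about 45% in these data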
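Material: GST/Flag-tagged HCV core106 proteins. Incubation: 4 h, 22.5 °C incubation. Read-out basis: inhibition (%) from 671 over 617 nm ratio. Measured by: TR-FRET, excitation 340 nm, emission 617 and 671 nm.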
TPT1 inhibitor: inhibitors of Candida albicans tRNA 2'-phosphotransferase TPT1. recombinant caTPT1, FP RNA substrate dephosphorylation. inhibition, % at 5 µM. actives 0.81% (n = 300,000). AID 1962;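 active = inhibition above the mean of all tested compounds plus 3 SD, set per screening campaign, cut at about 24% in these data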;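 note: plate controls were DMSO alone for no effect and ferristatin control at 100 nM for full effect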
GASC-1 inh: blocks human GASC-1 demethylase activity. Q9H3R0. GST-JMJD2C(1-420) H3K9me3 demethylation, DELFIA europium. inhibition, % at 2.35 µM. actives 0.069% (n = 330,000);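 active = more than half of a compound's replicate wells show inhibition beyond 50%, single wells judged on their own value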;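 note: signal counts dimethyl H3K9 product captured on neutravidin plate; 0% = median of DMSO wells and 100% = 0.3 times that DMSO median; strong numbers were not always called active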
Target sequence (Q9H3R0 1-420 limits assumed): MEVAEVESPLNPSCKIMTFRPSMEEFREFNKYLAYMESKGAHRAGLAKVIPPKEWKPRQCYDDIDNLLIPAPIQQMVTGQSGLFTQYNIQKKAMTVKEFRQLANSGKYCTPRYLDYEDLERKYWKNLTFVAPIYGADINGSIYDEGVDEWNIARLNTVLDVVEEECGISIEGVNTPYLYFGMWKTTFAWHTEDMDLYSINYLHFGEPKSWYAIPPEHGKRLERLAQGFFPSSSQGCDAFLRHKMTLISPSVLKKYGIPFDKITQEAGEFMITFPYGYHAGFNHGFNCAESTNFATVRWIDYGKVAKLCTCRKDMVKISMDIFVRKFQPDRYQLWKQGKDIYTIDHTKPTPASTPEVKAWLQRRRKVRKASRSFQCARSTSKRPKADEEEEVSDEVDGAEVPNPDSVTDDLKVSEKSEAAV
PREPL inh: inhibitors of human prolyl oligopeptidase-like enzyme PREPL. AID 2751. actives 0.68% (n = 320,000). recombinant PREPL, fluorescence polarization activity-based probe. inhibition, % at 5.96 µM. Q4J6C6; in the data active = inhibition above about 43%;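 note: 0% = enzyme with DMSO and 100% = wells lacking enzyme; many of its hits are not listed in these tables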
Fh CTSL1 inh: cathepsin L1 inhibition, PFM18AAP counter-screen; AID 1906; inhibition, % at 5.96 µM; actives 0.49% (n = 300,000); recombinant F. hepatica cathepsin L1, Z-Leu-Arg-MCA fluorescence;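 active = inhibition above the mean of all tested compounds plus 3 SD, set per screening campaign, cut at about 17% in these data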;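 note: 0% = plate median of test compound wells and 100% = 1 µM Z-Phe-Ala-diazomethylketone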
Efflux pump inh: inhibitors of Candida antifungal efflux pumps expressed in yeast | actives 0.44% (n = 330,000) | inhibition, % at 10 µM | AID 485275 | S. cerevisiae Candida pump triplex, Nile Red efflux;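 active = plate passing quality check with inhibition over a set limit, or well fluorescence over plate mean plus 4 SD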;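 note: Nile Red retained in pooled yeast measured as flow cytometry median fluorescence; 0% = buffer negative control and 100% = Enniatin B positive control; higher means more Nile Red kept so more efflux inhibition; some compounds called inactive have numbers as strong as hits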
PP1 inh: counter-screen for PP5 inhibitors: inhibitors of human PP1-alpha. purified PP1alpha, OMFP fluorescence. actives 0.9% (n = 320,000). inhibition, % at 6.7 µM;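 active = inhibition above the mean inhibition of all tested compounds plus 3 SD, computed separately for each screening campaign, cut at about 15% in these data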
Target sequence (P62136 whole entry, looked up): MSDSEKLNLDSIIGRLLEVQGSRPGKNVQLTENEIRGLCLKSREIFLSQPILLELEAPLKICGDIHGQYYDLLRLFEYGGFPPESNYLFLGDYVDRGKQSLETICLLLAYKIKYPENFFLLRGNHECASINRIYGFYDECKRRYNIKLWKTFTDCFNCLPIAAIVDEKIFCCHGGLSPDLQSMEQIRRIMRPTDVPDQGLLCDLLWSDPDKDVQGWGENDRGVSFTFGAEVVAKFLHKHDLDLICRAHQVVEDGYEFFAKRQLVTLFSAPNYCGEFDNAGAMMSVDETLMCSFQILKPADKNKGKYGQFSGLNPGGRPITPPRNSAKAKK
LYPLA2 inh: counter-screen for PME1 inhibitors: inhibitors of human LYPLA2; O95372; recombinant LYPLA2, FP-Rh probe fluorescence polarization; inhibition, % at 5.9 µM; actives 0.38% (n = 320,000);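 active = inhibition above the screen-wide mean plus 3 SD, limit set per campaign, cut at about 26% in these data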;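 note: 0% = LYPLA2 with DMSO and 100% = wells lacking LYPLA2 enzyme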
Target sequence (O95372 whole entry, looked up): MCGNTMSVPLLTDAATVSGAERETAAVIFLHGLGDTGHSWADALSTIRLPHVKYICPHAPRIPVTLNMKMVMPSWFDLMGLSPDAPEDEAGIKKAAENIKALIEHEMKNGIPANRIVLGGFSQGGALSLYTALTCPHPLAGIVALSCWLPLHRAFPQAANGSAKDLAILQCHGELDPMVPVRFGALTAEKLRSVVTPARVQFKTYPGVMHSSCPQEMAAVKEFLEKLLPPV
PP5 inh: blocks human protein phosphatase 5 activity | P53041 | actives 0.18% (n = 320,000) | inhibition, % at 6.7 µM | purified PP5c, OMFP substrate fluorescence;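 active = inhibition above the campaign's mean inhibition across all tested compounds plus 3 SD, cut at about 9.5% in these data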;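 note: 0% = DMSO only and 100% = 100 µM cantharidin control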
* = called active by the depositor; i = inactive; · = no result given. Not all compounds are listed. The share of hits here may be higher or lower than overall.

SMILES | HCV core dimer | TPT1 inhibitor | GASC-1 inh | PREPL inh | Fh CTSL1 inh | Efflux pump inh | PP1 inh | LYPLA2 inh | PP5 inh
COCCNC(=O)Cc1ccc(Br)cc1 | 0 | 1 | 3 | 0 | -2 | 0.1 | -3 | -4 | 1.2
CCCOc1ccc(CN(C(=O)c2cccc(OC)c2)C2CCS(=O)(=O)C2)cc1 (stereo not given) | -4 | -4 | -1 | 11 | 1 | -0.1 | -1 | 0 | 2.2
COc1ccccc1OCc1nc(Cc2ccc(Cl)cc2)no1 | -1 | 1 | i | -2 | -3 | 0.1 | -3 | -2 | 1.3
COc1ccc(NC(=O)CSc2nc(-c3ccc(C)cc3)cc(C(F)(F)F)c2C#N)cc1 | 3 | 2 | 2 | 5 | 0 | 0.0 | -2 | 1 | -0.9
Cc1cc(Cl)c(S(=O)(=O)Nc2ccc(S(=O)(=O)N3CCOCC3)cc2)cc1OCC(N)=O | 1 | -3 | 14 | 3 | -2 | 0.0 | -1 | -3 | -1.1
CCOc1cc(C(=O)NN=C2CCCC2)cc(OCC)c1OCC | -3 | 1 | 8 | 8 | 1 | 0.1 | -3 | 1 | -0.1
CC(=O)c1c(C(C)=O)c(C)n(NC(=O)c2ccncc2)c1C | -2 | -2 | 32 | 3 | -1 | -0.4 | -3 | 4 | 0.9
COc1ccc(NC(=O)CN(C)C(=O)CNC(=O)Cc2cccc3ccccc23)cc1 | 5 | 2 | -3 | 14 | 0 | 0.0 | 0 | -3 | 0.1
COc1ccc(C2CC3(O)CC(C#N)(C(=O)N3)C2(C#N)C#N)cc1 (stereo not given) | 4 | 3 | 12 | 1 | 0 | 0.0 | -3 | 1 | -0.4
Cc1oc(C)c(C(=O)NCCCC(=O)O)c1C(=O)NCCCC(=O)O | -1 | 2 | 0 | 9 | 0 | 0.3 | -2 | 3 | 3.7
COc1ccc(CC2(CO)CCN(C/C=C/c3ccccc3OC)CC2)cc1 | -3 | -2 | -9 | -4 | -1 | 0.0 | -1 | 6 | 1.9
Cc1cc(C)cc(NS(=O)(=O)c2ccc(NC(=S)NC(=O)c3cccs3)cc2)c1 | 15 | 2 | 14 | -12 | -3 | -0.1 | -1 | -53 | 3.8
Cc1cc(C)nc(NC2=NC3CCCCC3N2)n1 (stereo not given) | 0 | -2 | -1 | -4 | 7 | -0.1 | -1 | 4 | 0.1
CC(=O)c1cccc(OCc2cc(C(=O)NCc3nc(C)c(C)s3)no2)c1 | 11 | 7 | -9 | -3 | -2 | 0.2 | 0 | 12 | 3.6
Cn1c(CNC(=O)C(Cc2ccccc2)NC(=O)c2cccc(F)c2)cc(=O)n(C)c1=O (stereo not given) | -5 | 3 | -14 | 0 | -5 | 0.5 | 3 | 4 | 1.5
O=C(CCC(=O)OCC(=O)c1ccccc1)Nc1cccc2cccnc12 | 6 | 5 | -26 | 19 | -22 | 0.1 | -1 | 1 | 0.5
COc1ccc(N(CC(=O)NC2CCCCC2)C(=O)c2ccc(C)s2)c(OC)c1 | 6 | 1 | -6 | -3 | -2 | 0.3 | 3 | 1 | 0.4
CNS(=O)(=O)c1cccc(C(=O)OCC(=O)NC(C)CCc2ccccc2)c1 (stereo not given) | -1 | -3 | -11 | 6 | 2 | -0.3 | -1 | 8 | -0.9
O=c1c(-c2ccc(Br)cc2)[n+]([O-])c2ccccc2n1OCc1ccccc1 | 2 | 3 | 8 | -4 | 1 | 0.0 | -1 | -2 | -2.1
CSc1ccccc1OCc1cc(C(=O)N(Cc2nccn2C)C(C)C)no1 | 8 | 1 | -8 | -1 | 0 | 0.0 | 0 | 0 | 2.2
Cc1ccc(S(=O)(=O)Nc2ccc(-c3csc(-c4ccccc4)n3)cc2)cc1 | 4 | 0 | -9 | -5 | -1 | -0.3 | 8 | -48 | 2.5
Cc1ccc(-c2noc(CCC(=O)NCCN3CCOCC3)n2)cc1 | 4 | 4 | -13 | 9 | 0 | 0.0 | -1 | -2 | -3.0
COc1ccc(C2CC(=O)n3nc(C45CC6CC(CC(C6)C4)C5)nc3S2)cc1OC (stereo not given) | -1 | 5 | -7 | -8 | -3 | 0.2 | -4 | -1 | -0.7
CCOC(=O)c1sc(NC(=O)c2cc3ccccc3o2)nc1C | 2 | 4 | 15 | 3 | 1 | -0.3 | -2 | -4 | -0.4
O=C(COC(=O)c1cncc(Br)c1)NC1CCCCC1 | 0 | -4 | -7 | 0 | -8 | 0.0 | -1 | -11 | -1.7

Pulled by compound from the list above:
SMILES | HCV core dimer | TPT1 inhibitor | GASC-1 inh | PREPL inh | Fh CTSL1 inh | Efflux pump inh | PP1 inh | LYPLA2 inh | PP5 inh
COc1ccc(NC(=O)CN(C)C(=O)CNC(=O)Cc2cccc3ccccc23)cc1 | 5 | 2 | -3 | 14 | 0 | 0.0 | 0 | -3 | 0.1
COc1ccc(C2CC3(O)CC(C#N)(C(=O)N3)C2(C#N)C#N)cc1 (stereo not given) | 4 | 3 | 12 | 1 | 0 | 0.0 | -3 | 1 | -0.4

Next part.
SMILES | HCV core dimer | TPT1 inhibitor | GASC-1 inh | PREPL inh | Fh CTSL1 inh | Efflux pump inh | PP1 inh | LYPLA2 inh | PP5 inh
Cc1ccc2c(c1)C1CN(C)CCC1N2S(=O)(=O)c1cccc(F)c1 (stereo not given) | · | · | · | -12 | · | -0.3 | 2 | 2 | 0.6
Cc1cc(C)c(S(=O)(=O)NCC(c2cccnc2)N2CCN(Cc3ccccc3)CC2)c(C)c1 (stereo not given) | -11 | 5 | 14 | 24 | -4 | 0.1 | 2 | 3 | 1.8
Oc1ccc(Cl)cc1CNCc1cccc2ccccc12 | -4 | -2 | 2 | -21 | 1 | -0.2 | 1 | -2 | 2.8
CC(C)(C)Nc1nc(Cl)nc(NCCN2CCOCC2)n1 | -5 | 2 | 3 | 7 | 0 | -0.1 | 2 | 5 | -0.4
Cc1ccc(C(=O)NC2CCN(CC(=O)Nc3c(C)cc(C)cc3C)CC2)cc1 | 6 | 2 | 12 | 3 | 2 | 0.2 | -4 | -1 | -2.1
CS(=O)(=O)c1ccc2nc(NC(=O)CN3C(=O)C4CC=CCC4C3=O)sc2c1 (stereo not given) | -3 | 2 | 7 | 2 | 2 | 0.0 | -3 | -1 | -0.5
CCCC(=O)Nc1ccc(NC(=O)c2cc3ccccc3o2)c(OC)c1 | -10 | -4 | 5 | 15 | 2 | 0.1 | -3 | 3 | 3.6
CCOc1ccc(NC(=O)CN(C)C(=O)Cc2c(C)nc3ccccc3c2C)cc1OCC | 27 | 3 | 4 | -3 | 0 | -0.1 | 2 | 0 | 2.4
CCONc1ncnc2nonc12 | 3 | 0 | -1 | 1 | 3 | -0.1 | -1 | 6 | 1.4
CC1(C)CN(c2ccsc2C(=O)O)C1=O | 1 | 1 | 6 | 5 | 26* | -0.2 | 2 | 4 | -4.4
COc1ccc(NC(=S)NC(=O)/C=C/c2ccco2)c(OC)c1 | 5 | -3 | 2 | -6 | 3 | 0.1 | -1 | 7 | 2.2
NC(=S)N/N=C1\CC(n2nnnc2-c2ccccc2Cl)C2COC1O2 (stereo not given) | -1 | -3 | 9 | 12 | 5 | 0.1 | 0 | 3 | 1.4
CCc1ccc(N(CC(=O)Nc2nc3ccc(C)cc3s2)S(=O)(=O)c2c(C)noc2C)cc1 | 4 | -2 | 87 | -44 | -2 | 0.1 | 6 | -68 | 3.6
O=c1c2cnn(-c3ccccc3)c2nnn1/N=C/c1cccnc1 | -1 | -4 | -4 | 24 | -2 | 0.2 | 0 | 11 | -2.9
COc1ccc(CCNC(=S)NC(=O)c2cccc(Cl)c2)cc1OC | -3 | -6 | -4 | -21 | 2 | 0.0 | -1 | 16 | 1.4
CS(=O)(=O)N(CC(=O)N1CCCC1)c1cccc(F)c1 | -1 | 1 | 1 | 11 | 2 | 0.2 | 1 | 2 | 2.7
Clc1ccc(-c2nc3nc4ccccc4nc3n2Cc2ccco2)cc1 | 22 | -2 | -3 | -3 | 1 | 0.2 | 1 | -1 | 5.3
CC(C)CC(C)c1cc(N)nc2nc3ccccc3n12 (stereo not given) | -3 | 1 | -4 | 1 | 3 | -0.1 | 1 | -5 | -2.0
COC(=O)C(C)(C)ONC(=O)Nc1ccc(Br)cc1 | -13 | -1 | 2 | 1 | -10 | 0.1 | -3 | -1 | -2.8
O=S(=O)(NCCN1CCOCC1)c1ccc(-c2ccc(S(=O)(=O)NCCN3CCOCC3)cc2)cc1 | -2 | -2 | -1 | 0 | -2 | -0.1 | -3 | -3 | -2.8
CCCNC(=S)NC1CC2CCC(C1)N2Cc1ccccc1 (stereo not given) | -2 | -1 | 15 | 2 | 3 | 0.2 | -2 | 4 | -0.4
NC(=O)c1cc(S(=O)(=O)Nc2ccc(OC(F)(F)F)cc2)cs1 | -1 | 4 | 0 | 0 | 1 | -0.2 | -3 | 1 | -0.6
O=C(CCCN1C(=O)c2ccccc2C1=O)NCCc1ccc(OC(F)F)cc1 | -7 | -4 | 1 | -58 | -6 | 0.1 | 1 | 4 | 5.1
Cc1ccc(S(=O)(=O)NCCCn2ccnc2)cc1C(=O)NC(C)C | 0 | -3 | -4 | -5 | -4 | -0.2 | -1 | -3 | 0.4
CCc1cc2c(=O)c(-c3nc4ccccc4n3C)c(COCC(=O)O)oc2cc1OC(=O)C(C)(C)C | 3 | -2 | 13 | 20 | 4 | 0.0 | 1 | 0 | 2.0
CC(=O)Nc1ccc(NC(=O)Cn2c(=O)n(-c3ccccc3)c(=O)c3oc4ccccc4c32)cc1 | 13 | -1 | -7 | 0 | 2 | -0.1 | -3 | -7 | 0.6
CCOCCN(C(=O)c1ccccc1Cl)c1cccc(C)c1C | -6 | -6 | 2 | 15 | -3 | 0.0 | -2 | 8 | 1.1

Sorted by value in HCV core dimer (high to low): some entries from above
canonical_smiles,HCV core dimer
COc1ccc(NC(=S)NC(=O)/C=C/c2ccco2)c(OC)c1,5
NC(=O)c1cc(S(=O)(=O)Nc2ccc(OC(F)(F)F)cc2)cs1,-1
CCCNC(=S)NC1CC2CCC(C1)N2Cc1ccccc1 (stereo not given),-2
Oc1ccc(Cl)cc1CNCc1cccc2ccccc12,-4
CC(C)(C)Nc1nc(Cl)nc(NCCN2CCOCC2)n1,-5

Gathered by group: the compounds so far with a COOH group.
SMILES | HCV core dimer | TPT1 inhibitor | GASC-1 inh | PREPL inh | Fh CTSL1 inh | Efflux pump inh | PP1 inh | LYPLA2 inh | PP5 inh
Cc1oc(C)c(C(=O)NCCCC(=O)O)c1C(=O)NCCCC(=O)O | -1 | 2 | 0 | 9 | 0 | 0.3 | -2 | 3 | 3.7
CC1(C)CN(c2ccsc2C(=O)O)C1=O | 1 | 1 | 6 | 5 | 26* | -0.2 | 2 | 4 | -4.4
CCc1cc2c(=O)c(-c3nc4ccccc4n3C)c(COCC(=O)O)oc2cc1OC(=O)C(C)(C)C | 3 | -2 | 13 | 20 | 4 | 0.0 | 1 | 0 | 2.0
